KDM5B inhibitor: Primary screen for KDM5B Histone Demethylases FDH-coupled qHTS; KDM5B demethylase, FDH-coupled NADH fluorescence (FDH is formaldehyde dehydrogenase); Potency, µM (top dose mostly 57.7 µM), inactives show at the highest dose activity change, negative = inhibition, usual class: inhibitors; actives 2.6% (n = 220,000); active = well fitted inhibition curve with a large enough effect; inconclusive = small, poorly fitted or top-dose-only effect; inactive = no such curve, though single readings can be large or run the other way; note: 0% is about no effect; nearly all actives have a fitted effect of over 70% in size
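Measured: NADH fluorescence change, 30 min, RT. System: KDM5BΔAP 200 nM final, H3K4me3 peptide, α-KG, Fe(II), ascorbate, NAD⁺ plus FDH, pH 7.5 HEPES. Compounds: titrated, 10 min pre-incubation with enzyme.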
Numbers without * were called inactive; ? = inconclusive; & = joins results of further samples; [ ] = another dose, or the depositor's remark. Potency is the fitted concentration of half-maximal effect.

SMILES | KDM5B inhibitor
COc1cc(=O)n2c(c1C(=O)Nc1cccc(Br)c1)CCCC2 | -2.9%
COc1cc(=O)n2c(c1C(=O)Nc1cccc(Cl)c1)CCCC2 | -14.2%
Fc1ccc(COc2ccc3ccccc3c2CNCc2cccnc2)cc1 | 3.1%
CCN(CC)CCN(C(=O)c1ccco1)c1nc2ccc(F)cc2s1 | ?
C[S+](=O)([O-])N1CCn2cc(C(=O)N3CCOCC3)nc2C1 | 7.5%[149 µM]
CC(C)NC(=O)Cc1ccc(N(Cc2ccccc2)C(=O)c2ccco2)cc1 | -11.7%
O=C(C[C@H]1NC(=O)c2ccccc2NC1=O)Nc1nnc(C2CC2)s1 | -24.8%
CCc1nn2c(=O)cc(CNc3cccc(C(=O)NCC(F)(F)F)c3)nc2s1 | 0.7%
CCOC(=O)c1ccc(Oc2coc3cc(OC(=O)N(CC)CC)ccc3c2=O)cc1 | 21.3%
O=C(CC1CC2CCC1C2)NC12CC3CC(CC(C3)C1)C2 (centres undefined) | 3.6%
COc1ccc(S(=O)(=O)NCCC(C)C)c2cccnc12 | ?
Cc1cc(C(F)(F)F)n2nc(-c3ccc(Br)cc3)cc2n1 | 2.3%
Cc1cccc(-n2nc(-c3c(C)nc4scc(CC(=O)N5CCOCC5)n4c3=O)cc2C)c1 | 28.2µM*
COc1ccc(-c2nc3scc(CCNS(=O)(=O)c4cccs4)n3n2)cc1 | ?
CC(C)Cc1nnc(NC(=O)C[C@H]2NC(=O)c3ccccc3NC2=O)s1 | 40.1%[activator]
CC(C)c1ccc2oc(-c3cc(N)ccc3O)nc2c1 | ?
CC(OC(=O)c1nn(-c2ccccc2)c(=O)c2ccccc12)C(=O)N1CCCCCC1 (centres undefined) | 9.0%
Cc1cccc(CNC(=O)C2CCCN(S(=O)(=O)c3cn(C)cn3)C2)c1 (centres undefined) | -5.6%
COc1ccc(C(=O)N2CCn3c(nnc3-c3ccncc3)C2)cc1 | -2.5%[149 µM]
NS(=O)(=O)c1ccc(C(=O)N[C@H](c2cccs2)C2CC(O)C2)cc1 (some centres undefined) | 3.3%
CC(C)Cc1cc(C(=O)NCc2nc(Cc3cccs3)no2)on1 | -3.5%
Cc1nc(CCNC(=O)C(C)(C)C)no1 | -1.3%
CCNC(=S)N/N=C/c1ccc(Cl)c(Cl)c1 | -1.5%
CC1(c2cccc(Br)c2)NC(=O)N(CC(=O)Nc2cccnc2Cl)C1=O (centres undefined) | 15.5%
CC1Oc2ccccc2OC1C(=O)Nc1nccs1 (centres undefined) | 17.4%
COC(=O)C1CN(Cc2ccc(F)cc2)CCS(=O)(=O)N1Cc1ccc(F)cc1 (centres undefined) | 5.7%
CC(=O)Nc1ccc(NC(=O)c2csnn2)cc1 | -23.3%
CCN(C(=O)CCNC(=O)c1cccc(C)c1)C12CC3CC(CC(C3)C1)C2 | 23.0%
COc1ccc(S(=O)(=O)Nc2nc3ccccc3nc2NCCC(C)C)cc1 | -3.3%
COc1ccc(-n2ncc(C(=O)N3CCc4ccccc4C3)c2C2CCN(C(=O)OC(C)(C)C)CC2)cc1 | ?
COc1ccc(CCNC(=O)CNS(=O)(=O)c2ccc(Cl)cc2)cc1 | 17.8%
COc1ccccc1N(CC(=O)NCCSCc1cccc(Cl)c1)S(C)(=O)=O | 0.5%&-7.2%
CCCCS(=O)C1CCCCC1OC(=O)c1ccccc1 (centres undefined) | 20.2%
O=C(CCCCn1c(=O)c2ccccc2n(Cc2cccc(Cl)c2)c1=O)NCc1ccc2c(c1)OCO2 | 8.1%
Cc1ncc(CN2CCC(C(=O)O)(n3ccc(-c4ccco4)n3)CC2)[nH]1 | -16.5%
CCc1nnc(NC(=O)C(CC)CC)s1 | 24.2%
Cc1ccc(C2=NC3(CCN(C(=O)Cc4ccccc4Cl)CC3)ON2)cc1 | -14.9%
Cc1ccc(-c2onc(C)c2C)cc1S(=O)(=O)NC1CCC(C)CC1 (centres undefined) | -13.8%
Cc1ccccc1-c1cn[nH]c1C1CCN(C(=O)c2cnn3ccccc23)CC1 | 22.4µM*
Fc1ccc(-c2nnc(CCl)o2)cc1 | -5.1%
CC(/C=C/C=C/c1ccccc1)=N/NC(=O)C(O)c1ccccc1 (centres undefined) | -5.9%
COc1cc2ncc(C(=O)c3ccccc3)c(N3CCN(Cc4ccccc4)CC3)c2cc1OC | 9.1%
Cc1cccc(C(=O)NCC(=O)N2CCCCCNC(=O)CC2c2ccccc2)c1 (centres undefined) | 6.4%
OC(C#CCN1CCCC1)(c1ccccc1)c1cccnc1 (centres undefined) | -1.4%
CC(=O)NCCNc1nc2c(-c3ccc(C)cc3)nnn2c2ccccc12 | ?
COc1ccc2cc(CNc3ccc(C)cc3)c(=O)n(CC(=O)Nc3ccc(C)cc3Cl)c2c1 | ?
O=C(N/N=C/c1cccc2ccccc12)c1cccnc1 | -14.1%
CCCn1c(C)cc(C(=O)CC#N)c1C | 4.0%
CCN1CCN(c2ccc(NC(=O)c3ccc(Cl)c(N4CCCC4=O)c3)cc2)CC1 | ?
COc1ccc(Cl)cc1S(=O)(=O)N1CCc2nn(C)c(=O)n2CC1 | -7.8%
CCCS(=O)(=O)N1CCC(N2CCCC(C(=O)N3CCOCC3)C2)CC1 (centres undefined) | 23.5%
Cc1oc2ncnc(N3CCC(C(=O)Nc4ccc(Cl)cc4F)CC3)c2c1C | 5.1%
COc1cccc(N2CCN(C(=O)Cn3nc(C)n4c(cc5c(OC)cccc54)c3=O)CC2)c1 | ?
COc1ccc(OC)c(-c2nc(CN3CCN(C)C(=O)C3C)c(C)o2)c1 (centres undefined) | ?
COc1cccc(-c2ccnc3nc(Cc4ccc(F)cc4)nn23)c1 | 25.1µM*
CC(NC(=O)c1ccc2nccn2c1)c1ccc(F)cc1 (centres undefined) | 35.5µM*
O=C(c1ccccc1F)N1CCN(C(=O)c2cc(Br)ccc2Cl)CC1 | -8.9%
CCc1ccccc1CN1CCC(CO)(CN2CCCC2)CC1 | -4.2%
Cc1nn2c(c1-c1ccccc1C(C)C)N(C(=O)Cc1ccccn1)CCC2 | -18.1%[86.2 µM]
CC(C)(C)c1cc(NC(=O)Nc2ccc(Br)cc2Cl)no1 | 6.9%

Next part:
SMILES | KDM5B inhibitor
Cc1cccc(S(=O)(=O)N(C)CC2CCOCC2)c1 | -8.2%
COc1ccc(C(=O)N2CCC(Cc3nc(-c4ccccc4)no3)CC2)cc1OC | -18.3%
OCc1ccc(-c2cc3c(ccn3Cc3cccnc3)c(C3=CCOCC3)n2)cc1 | ?
Cc1ccc(C2Cc3ccccc3N2)c(C)c1 (centres undefined) | ?
COc1cccc(-c2n[nH]c(=S)n2Cc2ccco2)c1 | ?
Cc1csc(NC(=O)c2nc3c(o2)CCN(Cc2ccccc2F)CC3)n1 | -4.8%[86.2 µM]
CC1CCN(C(=O)CSc2nc(-c3ccccc3)no2)CC1 | ?
O=C1NC2(CCCN(Cc3cncs3)C2)COc2ccccc21 (centres undefined) | ?
COC(=O)c1cc2c(Cl)c(Cl)ccc2[nH]1 | ?
Cc1cccc(C(=O)NCc2nnc(SCC(=O)Nc3ccccc3F)n2-c2ccccc2)c1 | 7.6%
Clc1ccc(CSc2nncn2-c2ccc3c(c2)OCCO3)cc1 | 26.7%
NC(Cc1ccc(Cl)cc1)C(=O)O (centres undefined) | 9.2%
CCn1cc(S(=O)(=O)N2C[C@@H](Oc3ccccc3)C[C@@H]2C(=O)NC)cn1 | -20.6%
CCN1CC2(CCN(C(=O)C3CCCCN3Cc3ccccc3)CC2)OC1=O (centres undefined) | ?
O=C(c1ccc2cccc(F)c2n1)N1CCN(C(=O)C2CCCCC2)CC1 | 20.3%
Cn1cnc(C(=O)N[C@@H]2[C@@H](Cc3ccccc3)[C@H]3OCC[C@@H]23)c1 | 2.9%
Cc1cc(Cl)ccc1OCC(=O)N(Cc1ccc(N(C)C)cc1)C1CCS(=O)(=O)C1 (centres undefined) | -26.6%
COC(=O)CCSc1nc(N2CCOCC2)c2c(c1C#N)CC(C)(C)OC2 | 2.4%
CC(C)C[C@@H]1N[C@H](C(=O)N2CCN(C)CC2)Cc2cn(Cc3nccn3C)c3cccc1c23 | ?
Cc1nnc(NCc2ccc(Cl)cc2)c2c1nnn2Cc1ccc(F)cc1 | -1.7%

Part of the list above, as tab-separated lines.
smiles	KDM5B inhibitor
Cc1cc(Cl)ccc1OCC(=O)N(Cc1ccc(N(C)C)cc1)C1CCS(=O)(=O)C1 (centres undefined)	-26.6%
Cn1cnc(C(=O)N[C@@H]2[C@@H](Cc3ccccc3)[C@H]3OCC[C@@H]23)c1	2.9%
Clc1ccc(CSc2nncn2-c2ccc3c(c2)OCCO3)cc1	26.7%
Cc1cccc(C(=O)NCc2nnc(SCC(=O)Nc3ccccc3F)n2-c2ccccc2)c1	7.6%
COC(=O)c1cc2c(Cl)c(Cl)ccc2[nH]1	?
COC(=O)CCSc1nc(N2CCOCC2)c2c(c1C#N)CC(C)(C)OC2	2.4%

The main list resumes, repeating the 6 entries before the break.
SMILES | KDM5B inhibitor
O=C(c1ccc2cccc(F)c2n1)N1CCN(C(=O)C2CCCCC2)CC1 | 20.3%
Cn1cnc(C(=O)N[C@@H]2[C@@H](Cc3ccccc3)[C@H]3OCC[C@@H]23)c1 | 2.9%
Cc1cc(Cl)ccc1OCC(=O)N(Cc1ccc(N(C)C)cc1)C1CCS(=O)(=O)C1 (centres undefined) | -26.6%
COC(=O)CCSc1nc(N2CCOCC2)c2c(c1C#N)CC(C)(C)OC2 | 2.4%
CC(C)C[C@@H]1N[C@H](C(=O)N2CCN(C)CC2)Cc2cn(Cc3nccn3C)c3cccc1c23 | ?
Cc1nnc(NCc2ccc(Cl)cc2)c2c1nnn2Cc1ccc(F)cc1 | -1.7%
CCN(CC)S(=O)(=O)c1ccc2c(c1)nc(CN(C)C(=O)Nc1ccc(F)cc1)n2C | 20.4%
CCN1C(=O)CC(c2ccc(OC(C)C)cc2)C1=O (centres undefined) | 22.6%
Cc1nnc(SCC(=O)c2c[nH]c3ccccc23)s1 | -13.7%
CN1[C@@H](CCC(=O)N2CCC(O)CC2)CNC(=O)[C@@H]2[C@H]1CCN2Cc1ncc[nH]1 | ?
COc1ccc(OC)c(-n2cnc3cc(C(=O)NC4CC4)ccc3c2=O)c1 | -4.5%
CCCCC(=O)Nc1ccc(N2CCN(c3ccc(F)cc3)CC2)cc1 | 0.3%
Cc1cccc(CS(=O)(=O)N2CCC(C(=O)Nc3ccccc3C(=O)NC(C)(C)C)CC2)c1 | -2.1%
C/C(CC(C)C)=N\NC(=O)CC#N | 6.5%
O=C(c1ccco1)N1CCC(c2nc3c(nnn3Cc3ccccc3Cl)c(=O)[nH]2)CC1 | ?
CCCCCCCOc1ccc(-c2ccc(C3CCC(CC)CC3)cn2)cc1F (centres undefined) | 21.9%
COc1ccc(NC(=O)c2ccc(NC(=O)C3(C#N)CCCC3)cc2)cc1 | -0.5%
CC(C)c1ccc(/C=N/NC(=O)C2CCCCC2)cc1 | 7.5%
Cc1ccc(Cl)cc1Nc1nc(N)c(C(=O)c2ccccc2F)s1 | 7.7%
CC(Sc1ccccc1Cl)C(=O)O (centres undefined) | -3.8%
Fc1ccc(C2Cn3nnc(-c4nc(-c5ccc(F)c(F)c5)no4)c3CO2)cc1 (centres undefined) | -2.2%
CCN(CC)S(=O)(=O)c1ccc(NCc2cc(C)ccc2C)cc1 | 26.2%
O=C1CC(c2ccccc2)N(Cc2ccncc2)CCCN(C(=O)CCCc2ccccc2)CCN1 (centres undefined) | -17.8%
Cn1cnc2c1c(=O)n(CC(=O)N(CCc1cccs1)Cc1cccs1)c(=O)n2C | 6.2%
CC1(C)CC(=O)C(C(c2ccc(Cl)cc2Cl)C2C(=O)CC(C)(C)CC2=O)C(=O)C1 | 1.0%
CCOc1ccc(CNC(=O)CN2N=C(c3ccccc3)CCC2=O)cc1OC | -21.6%
CC(=O)c1cccc(CN2CCCCC2C(=O)Nc2ccc(Oc3ccccc3)nc2)c1 (centres undefined) | -4.9%
CCCCCn1c(CCCNC(=O)c2ccccc2OC)nc2ccccc21 | -6.3%
O=C(CN1C(=O)S/C(=C\c2ccccc2)C1=O)Nc1ccc2oc(=O)ccc2c1 | -2.4%
Cc1cccc(-c2noc(CN(C3CCCCC3)S(=O)(=O)c3ccc(F)cc3)n2)c1 | -16.3%
CCc1ncncc1C(=O)O | 18.8%
CN1c2cccnc2CN(Cc2ccccc2Cl)CC[C@H]1CO | -0.5%[86.2 µM]
Cc1cc(NC(=O)NN2CCOCC2)nn1-c1c(Cl)cc(Cl)cc1Cl | 7.3%
COc1cc2c(cc1OC)C(COc1cccc(C(F)(F)F)c1)N(C(=O)c1ccc(S(=O)(=O)N3CCCC3)cc1)CC2 (centres undefined) | -11.4%
CCS(=O)(=O)N1CCCCCCNC(=O)[C@@H]2C[C@@H](C(=O)N3CCc4ccccc4C3)C[C@@H]21 | 19.5%
Cc1ccc2nc(NC(=O)c3nn(C(C)C)c(=O)c4ccccc34)sc2c1 | 4.2%
O=C(Cn1c2c(c(=O)n1Cc1ccccc1)CCN(Cc1ccccc1)C2)N1CCC(c2ccccc2)CC1 | ?
O=C1CC(NC2CCSCC2)CN1CCc1cccc(Cl)c1 (centres undefined) | 49.7%[activator]
COc1ccc(N2CCN(c3nc4ccccc4n4c(C)nnc34)CC2)cc1 | -14.2%
COc1ccc(S(=O)(=O)N(C)CC(=O)NCc2ccccn2)cc1 | 10.5%
O=C(CN1C(=O)NC2(CCS(=O)(=O)CC2)C1=O)Nc1ccc(Br)cc1 | 6.2%
Cc1csc2nc(COC(=O)CNC(=O)c3ccccc3Cl)cc(=O)n12 | -2.5%
CCC(Sc1nc2ncccc2[nH]1)C(=O)Nc1ccc(C)c(Cl)c1 (centres undefined) | 0.3%
CCOc1ccccc1NC(=O)C1CCN(S(=O)(=O)c2ccc3[nH]c(=O)ccc3c2)CC1 | -32.3%
O=C(c1ccc(=O)[nH]c1)N1CC[C@@H]2[C@@H](CCC(=O)N2CCc2cnc[nH]2)C1 | 10.8%

Screens: PubChem BioAssay, National Center for Advancing Translational Sciences (NCATS)

The list is partial. The share of hits here may be higher or lower than overall.
